# Bioassay records as filed in PubChem BioAssay.
# TGFb SMAD3 inh – blocks TGF-b signaling | HepG2 CAGA-GFP TGF-b/SMAD3 reporter, GFP fluorescence, 18 h; TGF-beta stimulated, 500 pg/mL final | Potency, µM (doses to about 46.1 µM), for inactives: top-dose activity, negative = inhibition, most hits filed as inhibitors | hit rate 1.2% among 410,000 | AID 588855; also: potency is read from the fitted curve at half-maximal effect; % is scaled to controls: 0 for no effect and ±100 for the full control effect; nearly all actives have a fitted effect of over 65% in size
#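 TGF-beta reporter screen: HEPG2 CAGA-GFP, 1% FBS, 500 pg/mL TGF-beta final, 18 h; per-cell GFP summed per well; curves fitted and categorized by class.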
# Nrf2 ARE act – activators of Nrf2 (ARE) signaling; AID 624171; Potency, µM (titrated, usually from 46.1 µM), inactives show at the highest dose activation, most hits filed as activators; AREc32 ARE-luciferase reporter (MCF7-derived line), luminescence, 24 h; hit rate 0.31% among 410,000; also: potency is read from the fitted curve at half-maximal effect; % of control where 0% means no effect; nearly all actives have a fitted effect of over 65% in size
#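 Luminescent ARE reporter assay in AREc32_Fluc cells: overnight plating at 37 deg C, 24 hr compound incubation, Steady-Glo added, 30 min RT before reading.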
# IL1B secr inh – inflammasome signaling inhibition, IL-1 beta readout; AID 743279; THP-1 LPS/ATP IL-1B secretion, AlphaLISA, 16 h; active compounds read low; hit rate 4.7% among 360,000; activity change, % at 57.5 µM; in the data active = activity change below about -50%; inconclusive = mostly about -30% to -49%; also: % is scaled to controls: 0 for no effect and ±100 for the full control effect
#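 Secreted IL-1B measured by AlphaLISA bead assay after 16 h compound exposure of THP-1 cells; compounds (final up to 57.5 uM) added 1 h before LPS (250 ng/mL) and ATP (1.25 mM) stimulation; lower signal means less secretion.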
# Nrf2 block – blocks Nrf2 signaling; A549 ARE-Fluc reporter, luciferase luminescence, 18-24 h; Potency, µM (top dose mostly 46 µM), without a hit: at the top dose activity change, negative = inhibition, usual class: inhibitors; hit rate 2.1% among 360,000; AID 504444; also: potency is read from the fitted curve at half-maximal effect; % is scaled to controls: 0 for no effect and ±100 for the full control effect; nearly all actives have a fitted effect of over 60% in size
#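 A549 ARE_Fluc cells, 5000/well, 5% FBS OPTI-MEM; compounds in dose-response, 18-24 h at 37 °C/5% CO2; CellTiter-Fluor viability read (Ex 405/Em 525), then BugLite luciferase luminescence = Nrf2 activity.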
# ATXN2 expr inh – inhibitors of ATXN2 expression; HEK-293 ATXN2-luciferase reporter, luminescence, 24 h; Potency, µM (doses to about 57 µM), for inactives: at the highest dose activity change, negative = inhibition, actives largely listed as inhibitors; hit rate 0.72% among 360,000; AID 1745845; also: potency is read from the fitted curve at half-maximal effect; % is scaled to controls: 0 for no effect and ±100 for the full control effect; nearly all actives have a fitted effect of over 55% in size
#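 ATXN2-luciferase reporter cells (luciferase flanked by upstream and downstream ATXN2 gene portions) were treated 24 h at 37 °C with compounds at up to 57 uM. SteadyGlo luminescence gave expression; GF-AFC fluorescence gave viability.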
# A549 tox – counter-screen for Nrf2 inhibitors: cytotoxicity in A549 cells; A549 ARE-Fluc cells, CellTiter-Fluor viability, 18-24 h; Potency, µM (titrated, usually from 46 µM), for the others: at the highest dose activity change, negative = cytotoxicity, usual class: inhibitors; hit rate 0.16% among 390,000; also: potency is read from the fitted curve at half-maximal effect; % is scaled to controls: 0 for no effect and ±100 for the full control effect
#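 A549 ARE_Fluc cells in 5% FBS OPTI-MEM were exposed to compounds in concentration-response for 18-24 h at 37 deg C. Viability was read by CellTiter-Fluor fluorescence (Ex 405/Em 525) after 30 min, before the luciferase read.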
# HepG2 tox – kills HepG2 cells in TGF-b inhibitor counter-screen; HepG2 CAGA-GFP viability, ATP luminescence, 18 h; Potency, µM (titrated, usually from 46.1 µM), without a hit: top-dose activity change, negative = cytotoxicity, usual class: cytotoxic; hit rate 0.76% among 410,000; AID 588856; also: potency is read from the fitted curve at half-maximal effect; some results filed as inactive show a strong effect at the top dose
#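 CellTiter-Glo luminescence gave cytotoxicity after 18 hours at 37 degrees C. The cells were HepG2 CAGA-GFP in 1% FBS DMEM, stimulated with 500 pg/mL TGF-beta after compound addition. %Activity was normalised to no-cell wells (complete cell-killing) and DMSO (no toxicity), and curves were fitted and classified.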
# MCF10A rerep – induces DNA re-replication in MCF 10a normal breast cells; MCF 10A DNA re-replication, Hoechst nuclear intensity, 48 h; Potency, µM (highest dose often 46.1 µM), for the others: at the top dose activity, positive = re-replication, most hits filed as activators; hit rate 2.9% among 350,000; also: potency is read from the fitted curve at half-maximal effect; % of control where 0% means no effect; nearly all actives have a fitted effect of over 50% in size
# S2 tox – viability counter-screen for ATXN expression inhibitors; S2 cells (HEK-293 line with an ATXN2-luciferase reporter) viability, CellTiter-Fluor protease fluorescence, 24 h; Potency, µM (doses to about 56.7 µM), most hits filed as cytotoxic; hit rate 0.49% among 400,000; AID 651635; also: potency is read from the fitted curve at half-maximal effect; nearly all actives have a fitted effect of over 40% in size
# * marks the source's active call; other numbers are inactive results; i = inactive; ? = inconclusive; / = not tested or not shown; & = joins results of further samples; [ ] = dose if it differs, or a comment. Unless noted, calls follow the shape of the dose curve; as a rule, active = well fitted curve in the direction sought with a large enough effect; inconclusive = small, poorly fitted or top-dose-only effect, or another doubt; inactive = no such curve, though single readings can be large; an effect the other way counts as inactive or inconclusive.
SMILES,TGFb SMAD3 inh,Nrf2 ARE act,IL1B secr inh,Nrf2 block,ATXN2 expr inh,A549 tox,HepG2 tox,MCF10A rerep,S2 tox
Cc1ccc(S(=O)(=O)N(C)CCCC(=O)n2nc(C)cc2C)cc1,2%,-0.8%,17,11%,2%,0%,-14%,-4%,i
O=C(CNC(=S)N(CCCN1CCOCC1)Cc1cccs1)NCc1ccccc1Cl,?,-0.7%,-9,12%,/,0%,0%,-3%,i
C=CCNC(=S)NNC(=O)c1ccc(OCCCC)cc1,-3%,2.7%,8,-5%,-1%,6%,-5%,18%,i
Cc1ccc(-n2ncc3c(SCc4cccnc4)ncnc32)c(C)c1,?,2.7%,-13,4.1µM*,51%[activator],-20%,-6%,11%,i
COC(=O)[C@H]1C[C@@]2(O)CN(S(=O)(=O)c3ccc(C)cc3)C[C@@]2(OC(=O)NCc2ccccc2F)C[C@H]1C(=O)OC,-20%,0.0%,-8,/,6%,/,-27%,/,i
COCCNC(=S)Nc1ccc2nc(N3CCN(C)CC3)cc(C)c2c1,2%,2.4%,15,6%,23%,?,-7%,?,i
O=C(CSc1nc(-c2ccccc2F)nc2cc(=O)[nH]n12)Nc1cccc(C(F)(F)F)c1,-31%,29%,/,?,-10%,3%,3%,/,i
CCOCCn1c(=NC(=O)c2cc3ccccc3oc2=O)sc2cc(S(N)(=O)=O)ccc21,0%,0.6%,22,-6%,-5%,5%,17%,1%,i
Cn1nc([N+](=O)[O-])nc1N1CCOCC1,-20%,2.0%,-10,-5%,2%,1%,-66%,-2%,i
COC(=O)c1cc(NC(=O)CN(c2ccccc2OC)S(=O)(=O)c2ccccc2)ccc1Cl,-3%,-0.5%,-22,?,2%,2%,-1%,29%,i
COc1cccc(NC(=O)c2ccc[n+](C)c2)c1,0%,-0.8%,4,-7%,/,-5%,-6%,-7%,i
COc1ccc(N2CCN(C(=O)CSc3nnnn3C3CC3)CC2)cc1,10%,0.5%,17,6%,-2%,0%,0%,1%,i
CCOC(=O)c1ccccc1NC(=O)COC(=O)c1c(CC)noc1C,30%[activator],2.7%,8,-14%,-6%,-10%,-33%,?,i
CSC(=S)N/N=C/c1ccc(N(C)C)cc1,18%,3.1%,6,?,29%,-7%,1%,1%,i
CC1CCN(CC(C)OC(=O)c2ccco2)CC1 (stereo unspecified),4%,-0.9%,5,3%,1%,1%,-10%,-12%,i

# Random excerpt: 3 compounds from above.
SMILES,TGFb SMAD3 inh,Nrf2 ARE act,IL1B secr inh,Nrf2 block,ATXN2 expr inh,A549 tox,HepG2 tox,MCF10A rerep,S2 tox
Cc1ccc(S(=O)(=O)N(C)CCCC(=O)n2nc(C)cc2C)cc1,2%,-0.8%,17,11%,2%,0%,-14%,-4%,i
CCOC(=O)c1ccccc1NC(=O)COC(=O)c1c(CC)noc1C,30%[activator],2.7%,8,-14%,-6%,-10%,-33%,?,i
Cc1ccc(-n2ncc3c(SCc4cccnc4)ncnc32)c(C)c1,?,2.7%,-13,4.1µM*,51%[activator],-20%,-6%,11%,i

# (cont.)
SMILES,TGFb SMAD3 inh,Nrf2 ARE act,IL1B secr inh,Nrf2 block,ATXN2 expr inh,A549 tox,HepG2 tox,MCF10A rerep,S2 tox
S=C(Nc1ccc(Cl)cc1)c1sc(N2CCCCC2)nc1N1CCOCC1,-8%,-0.1%,12,3%,0%,-9%,1%,-3%,i
O=C(O)Cn1cnc2sc3c(c2c1=O)CCCC3,6%,-0.6%,9,-6%,?,4%,-17%,1%,i
CC1(c2ccc3ccccc3c2)NC(=O)N(CC(=O)NCc2cccs2)C1=O (stereo unspecified),-23%,0.0%,-9,?,/,-12%,-10%,4%,i
O=C(NCC1CCCO1)C(=O)c1c[nH]c2ccccc12 (stereo unspecified),-4%,-0.3%,-1,19%,35%,6%,-5%,?,i
CCOc1ccccc1N1CCN(C(=O)c2ccc3[nH]c4c(c3c2)CCCC4)CC1,0%,0.1%,?,?,0%,?,-17%,?,i
Cc1cccc(NC(=O)Cn2c(=O)n(CCc3ccccc3)c(=O)c3sc4ccccc4c32)c1,-28%,-0.1%,/,?,/,-7%,-17%,/,/
Cc1ccc2sc(N3CCN(CCNC(=O)c4ccco4)CC3)nc2c1C,0%,0.4%,-7,?,-13%,-3%,-32%,25%,?
Cc1ccc(CN2CCN(Cc3ccc4ncccc4c3)CC2CCO)cc1 (stereo unspecified),11%,0.1%,0,?,-19%,2%,-17%,5%,i
CNc1nc(C)c(C#N)c(-c2ccccc2)c1C(C)=O,1%,0.0%,-4,-13%,6%,12%,-14%,3%,i
Cc1c(NC(=O)CSc2ccc(Cl)cc2)cccc1-c1nc2ncccc2o1,?,0.3%,?,?,-39%,-19%,-2%,5%,?
O=C(c1ccc(F)cc1)c1cn(Cc2ccccc2F)c2cc3c(cc2c1=O)OCCO3,?,-1.0%,/,11%,-16%,-8%,-40%,/,?
CCOCCCNC(=O)c1cc(Sc2cccc(Cl)c2)nc2ccccc12,-1%,4.4%,/,/,-21%,-2%,-29%,/,i
O=C(Nc1ccccc1)OC1CCCCc2cccnc21 (stereo unspecified),-7%,0.3%,-12,?,14%,0%,16%,3%,i
CC(=O)c1sc(NC(=O)c2ccc(Cl)cc2)nc1C,18%,1.5%,?,1%,/,7%,6%,?,i
COC(=O)[C@]12CCCCC=C1N(Cc1ccc(Cl)cc1Cl)C(=O)[C@H](CC(=O)N1CCSCC1)C2,/,4.6%,0,/,-6%,/,/,/,i
Cc1nnc(N2CCC(C(=O)NCCc3ccccc3)CC2)c2nn(-c3ccccc3)c(C)c12,-20%,0.1%,/,-4%,/,7%,-17%,/,/
CN(C)c1nc(C(=O)OCCO)nc(N(C)C)n1,?,-0.6%,7,8%,-4%,-3%,6%,-4%,i
COc1ccc(/C=C/C(=O)Nc2cc(S(=O)(=O)N3CCCCC3)ccc2N2CCCCC2)cc1OC,0%,-0.1%,0,-8%,11%,-8%,-4%,13%,i
Cc1cc(C(F)F)nn1CC(=O)NC1C(=O)N2C(C(=O)O)=C(CSc3nnnn3C)CSC12 (stereo unspecified),13%,2.3%,32,2%,10%,-4%,6%,2%,i
O=[N+]([O-])c1cc(C(F)(F)F)ccc1NCCc1c[nH]c2ccccc12,?,2.5%,-96*,-12%,-31%,-12%,-94%,?,?
COc1ccc(-n2c(C)cc(C(=O)CN3C(=O)NC4(CCc5ccccc54)C3=O)c2C)cc1 (stereo unspecified),-6%,-0.5%,-86*,?,1%,3%,-9%,-5%,i
CC(C)N(CC#CC(O)(c1ccccc1)c1ccccc1)C(C)C,4%,-0.4%,-22,1%,-16%,0%,4%,-3%,i
COCCCn1c(SCc2cccc(C(F)(F)F)c2)nc2cc(OC)c(OC)cc2c1=N,11%,-0.9%,-10,-9%,/,-15%,-9%,-5%,/
CN(C)S(=O)(=O)c1ccc(NC(=O)CN2CCC(Cc3ccccc3)CC2)cc1,-2%,0.7%,21,0%,/,1%,-29%,20%,?
CCOC(=O)c1c(C)[nH]c(C)c1S(=O)(=O)N(C)CC(=O)NCc1cccc(Br)c1,?,1.5%&3.9%,3,-17%&12%,37%&5%,-1%&7%,9%&-29%,-3%,i
CCOC(=O)c1sc2nc(N3CCOCC3)c3c(c2c1N)CC(C(C)C)OC3 (stereo unspecified),-4%,-0.3%,-6,-3%,-1%,5%,0%,?,i
CC[C@]12c3[nH]c4cc(CCC(=O)N(C)C)ccc4c3CCN1C(=O)[C@@H](CC(=O)NCC13CC4CC(CC(C4)C1)C3)C[C@@H]2C(=O)N1CCN(C(=O)c2ccco2)CC1,-13%,19%,6,1%,19%,-4%,-30%,-9%,?
CCc1ccc(NC(=O)C(=O)NCc2ccccn2)cc1,17%,0.5%,-12,?,20%,1%,-17%,?,i
NC(=O)C(Cc1ccccc1)N1C(=O)c2ccccc2C1=O (stereo unspecified),-3%,0.4%,26,3%,-6%,-1%,1%,0%,i
COc1ccccc1C(=O)N1CC2(C)CC1CC(C)(C)C2 (stereo unspecified),0%,0.4%,0,/,-4%,-3%,21%,6%,i

# Marked active in IL1B secr inh (from the list above):
smiles,TGFb SMAD3 inh,Nrf2 ARE act,IL1B secr inh
O=[N+]([O-])c1cc(C(F)(F)F)ccc1NCCc1c[nH]c2ccccc12,?,2.5%,-96*
COc1ccc(-n2c(C)cc(C(=O)CN3C(=O)NC4(CCc5ccccc54)C3=O)c2C)cc1 (stereo unspecified),-6%,-0.5%,-86*

# Next section
SMILES,TGFb SMAD3 inh,Nrf2 ARE act,IL1B secr inh,Nrf2 block,ATXN2 expr inh,A549 tox,HepG2 tox,MCF10A rerep,S2 tox
COc1ccc(Cn2c(CCC(=O)O)nc3cccnc32)cc1,22%,0.0%,0,9%,1%,-2%,5%,0%,i
COC(=O)N/N=C(\C)c1ccco1,-4%,4.4%,21,14%,24%,6%,9%,0%,i
COc1cccc(C2=CC(=O)C[C@H](c3ccc(OC)c(OC)c3)C2)c1,-25%,5.8%,-26,?,-13%,-4%,-5%,-2%,?
O=C(c1ccc(N2CCOCC2)c([N+](=O)[O-])c1)N1CCN(c2ccccc2F)CC1,-2%,-0.5%,?,-10%,-21%,-9%,1%,?,i
CC(C)(C)OC(=O)C[C@@H]1C/C=C\C[C@@H](CC(=O)N(CCO)Cc2ccccc2)C(=O)N2CCC[C@H]2COC1=O,-12%,-1.1%,1,-3%,9%,2%,1%,-3%,i
CCOC(=O)c1cc(-c2ccc(C)cc2)n(CCC(=O)Nc2ccc(OC)c(OC)c2)c1C,-72%,-0.9%,/,18µM*,?,-13%,-2%,/,?
Cc1ccc(CNc2cc(C)nc3nc(-c4cccc(C)c4)nn23)cc1,?,3.7%,/,/,-13%,-4%,-18%,/,?
Fc1ccc(-c2cc(-c3nnc4n3CCCCC4)c3ccccc3n2)cc1,-6%,-0.3%,0,8%,-6%,-3%,8%,-10%,i
O=c1c2ccccc2ncn1-c1ccc(Cl)cc1[N+](=O)[O-],3%,-0.6%,-2,5%,?,9%,4%,4%,i
